IDH1 R132H inh – qHTS for Inhibitors of mutant isocitrate dehydrogenase 1 (IDH1): qHTS; IDH1-R132H enzyme, NADPH consumption, diaphorase/resazurin fluorescence; Potency, µM (doses to about 76.6 µM), inactives show at the highest dose activity change, negative = inhibition, hits mostly inhibitors; 390,000 tested, 0.093% active; AID 602179, 2012; also: potency is read from the fitted curve at half-maximal effect; % is scaled to controls: 0 for no effect and ±100 for the full control effect; nearly all actives have a fitted effect of over 65% in size
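IDH1-R132H (0.5 ug/mL) preincubated 30 min with compound, then NADPH (0.016 mM) and alpha-KG (2 mM) added; 80 min at RT, pH 7.5. Remaining NADPH coupled via diaphorase/resazurin to fluorescence (540/590 nm); concentration-response curves normalized to no-enzyme control.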
TrxR1 substrate – qHTS Assay for Substrates of Mammalian Selenoprotein Thioredoxin Reductase 1 (TrxR1): qHTS; Thioredoxin reductase 1, cytoplasmic (Rattus norvegicus), O89049; purified TrxR1 substrate turnover, NADPH consumption readout; Potency, µM (series often up to 114 µM), for the others: at the top dose activity change, negative = substrate turnover; 390,000 tested, 0.01% active; also: potency is read from the fitted curve at half-maximal effect; % is scaled to controls: 0 for no effect and ±100 for the full control effect; nearly all actives have a fitted effect of over 50% in size
Target sequence (O89049 whole entry, looked up): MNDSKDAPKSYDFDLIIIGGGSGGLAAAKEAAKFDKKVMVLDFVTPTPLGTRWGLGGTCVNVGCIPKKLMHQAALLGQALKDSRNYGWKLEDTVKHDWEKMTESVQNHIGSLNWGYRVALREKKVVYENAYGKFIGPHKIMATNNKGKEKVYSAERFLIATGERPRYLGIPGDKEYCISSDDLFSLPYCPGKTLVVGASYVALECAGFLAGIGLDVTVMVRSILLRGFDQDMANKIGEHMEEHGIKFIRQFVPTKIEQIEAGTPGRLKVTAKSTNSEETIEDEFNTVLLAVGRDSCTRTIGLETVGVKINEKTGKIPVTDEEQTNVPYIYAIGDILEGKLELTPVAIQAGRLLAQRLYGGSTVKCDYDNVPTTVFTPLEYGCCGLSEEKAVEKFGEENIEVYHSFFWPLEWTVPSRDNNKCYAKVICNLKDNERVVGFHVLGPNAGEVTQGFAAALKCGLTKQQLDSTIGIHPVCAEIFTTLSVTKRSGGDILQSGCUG
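Rat TrxR1, dispensed at 90 nM, was prereduced with 400 uM NADPH (final) for 5 min at ~22 deg C, then incubated with compound 15 min before 400 uM selenite. A first-read NADPH fluorescence drop versus no-compound background flagged substrates.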
D2 agonist – HTS Assay for Allosteric Agonists of the Human D2 Dopamine Receptor: Primary Screen for Agonists. D(2) dopamine receptor (Homo sapiens), P14416. HEK293 T-REx D2 cells, calcium flux agonist mode. activation, % at 2 µM. 340,000 tested, 0.53% active;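 active = activation over 3 SD above normal in the single-dose calcium agonist read, cut at about 30% in these data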; also: 0% is about no effect
Target sequence (P14416 whole entry, looked up): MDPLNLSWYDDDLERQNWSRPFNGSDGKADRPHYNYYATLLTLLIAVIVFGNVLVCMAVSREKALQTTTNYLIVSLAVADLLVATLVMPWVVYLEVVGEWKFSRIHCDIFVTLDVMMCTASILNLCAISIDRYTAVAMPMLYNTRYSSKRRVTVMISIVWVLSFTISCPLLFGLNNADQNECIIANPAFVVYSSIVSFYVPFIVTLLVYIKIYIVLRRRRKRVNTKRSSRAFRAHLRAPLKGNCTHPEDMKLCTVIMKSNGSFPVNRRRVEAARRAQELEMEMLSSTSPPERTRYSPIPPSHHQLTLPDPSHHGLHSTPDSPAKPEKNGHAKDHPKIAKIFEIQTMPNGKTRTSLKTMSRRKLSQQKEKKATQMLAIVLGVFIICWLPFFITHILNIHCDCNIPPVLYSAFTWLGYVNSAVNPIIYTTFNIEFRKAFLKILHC
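Agonism is scored from calcium flux in a force-coupled, inducible HEK293 cell line expressing D2, read kinetically for 180 s after compound addition against dopamine controls.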
USP1 inh – Inhibitors of USP1/UAF1: Primary Screen; Ubiquitin carboxyl-terminal hydrolase 1 (Homo sapiens), O94782; recombinant USP1/UAF1, Ub-Rhodamine cleavage fluorescence; Potency, µM (series often up to 57.1 µM), for the others: at the top dose activity change, negative = inhibition, usual class: inhibitors; 390,000 tested, 0.23% active; also: potency is read from the fitted curve at half-maximal effect; % is scaled to controls: 0 for no effect and ±100 for the full control effect; nearly all actives have a fitted effect of over 60% in size; inactives centre near -12
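In this screen, compounds sit with the deubiquitinase complex (1nM) for 15 min at room temperature before Ub-Rho is added at 150nM final. Fluorescence rise is then followed for 6 reads every 60 seconds.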
TrxR1 inh – qHTS Assay for Inhibitors of Mammalian Selenoprotein Thioredoxin Reductase 1 (TrxR1): qHTS. 390,000 tested, 1% active. Thioredoxin reductase 1, cytoplasmic (Rattus norvegicus), O89049. AID 588453, 2011. Potency, µM (series often up to 114 µM), without a hit: at the top dose activity change, negative = inhibition, usual class: inhibitors. recombinant rTrxR1, NADPH fluorescence consumption, selenite substrate; also: potency is read from the fitted curve at half-maximal effect; % is scaled to controls: 0 for no effect and ±100 for the full control effect; nearly all actives have a fitted effect of over 65% in size
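Rat TrxR1 (90 nM in the dispensed reagent) was pre-reduced with 400 uM NADPH for 5 min at room temperature, then incubated with compound for 15 min. After 400 uM selenite was added, NADPH fluorescence (Ex 340/Em 450 nm) was followed for 8 min.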
TRHR ag – qHTS for Small Molecule Agonists and Allosteric Enhancers of Human TRH Receptor: Primary Screen for Agonists | AID 493084, 2011 | 360,000 tested, 0.18% active | TRHR cells, calcium flux fluo-8, FDSS agonist mode | activation, % at 2 µM; in the data active = activation above about 30%; also: 0% is about no effect
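TRHR-expressing cells, plated overnight in medium with 10% serum, were loaded with fluo-8 calcium dye at room temperature. After a 10 s baseline, library compound was pin-added and calcium release was recorded kinetically (ex 480/em 530) as agonist response.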
PI4K2A inh – qHTS for small molecular inhibitors of PI4K2A | purified PI4K2A, ADP-Glo luminescence, 1 h; active compounds read low | activity change, negative = inhibition, % at 76.9 µM | 420,000 tested, 0.13% active; in the data active = activity change below about -50%; inconclusive = mostly about -30% to -49%;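 also: -100% = wells without enzyme as full effect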
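PI4K2A activity was measured by ADP-Glo luminescence: enzyme (4 ug/mL stock) and phosphatidylinositol (1.2 mM stock) in Tris pH 7.5/MgCl2/EGTA/Triton X-100 buffer were reacted with ATP (300 microM stock) for one hour at ambient temperature.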
D2 antagonist – HTS Assay for Allosteric Antagonists of the Human D2 Dopamine Receptor: Primary Screen for Antagonists | D(2) dopamine receptor (Homo sapiens), P14416 | HEK293 TREx D2 cells, calcium flux, dopamine EC80 | inhibition, % at 10 µM | 340,000 tested, 2% active | AID 485344, 2010; in the data active = inhibition above about 30%; also: 0% is about no effect
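HEK293 T-REx D2 cells, tet-induced, calcium dye no-wash. Cpd pintool add, 180 s kinetic, then EC80 DA, 180 s kinetic. Ca flux read.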
TRHR enhancer – qHTS for Small Molecule Agonists and Allosteric Enhancers of Human TRH Receptor: Primary Screen for Enhancers. Thyrotropin-releasing hormone receptor (Homo sapiens), P34981. TRHR cells, fluo-8 calcium fluorescence, EC20 TRH enhancement. enhancement, % at 2 µM. 360,000 tested, 0.66% active. AID 493056, 2011; in the data active = enhancement above about 30%; also: 0% is about no effect
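Enhancer read-out: after compound pinning and an initial kinetic agonist-mode read, an EC20 of TRH (10 nM final) was injected and fluo-8 calcium signal (Ex 480/Em 530) followed at 1 s/cycle for 100 cycles in TRHR-expressing cells.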
Active calls of the source: *; ? = inconclusive; · = no result given; & = joins results of further samples; [ ] = dose if it differs, or a comment. Unless noted, calls follow the shape of the dose curve; as a rule, active = well fitted inhibition curve with a large enough effect; inconclusive = small, poorly fitted or top-dose-only effect; inactive = no such curve, though single readings can be large or run the other way.

No.	Molecule	IDH1 R132H inh	TrxR1 substrate	D2 agonist	USP1 inh	TrxR1 inh
1	Cc1ccc(Cl)cc1N1CCN(Cc2nnnn2C2CCCCC2)CC1	2%	9%[57.1 µM]	1.7	-20%	15%[57.1 µM]
2	CC(=O)Nc1ccc(S(=O)(=O)NC(=O)C23CC4CC(CC(C4)C2)C3)cc1	1%	5%	0.7	-9%	6%
3	COc1ccc(Cc2nc(C(=O)Nc3ccc(F)cc3)cs2)cc1	2%	2%	0.6	-4%	2%
4	O=C(COC(=O)CNC(=O)c1ccc(Cl)c([N+](=O)[O-])c1)NNC(=O)c1ccccc1F	14%	5%	-0.2	-16%	14%
5	Cc1cccc(C)c1OC(=O)Cc1ccccc1[N+](=O)[O-]	0%	-3%	0.2	-28%	9%
6	Cc1nc2ncnn2c(C)c1CCC(=O)N1CCN(c2cccc(Cl)c2)CC1	-2%	-3%	·	-19%	24%
7	COc1ccc(/C=C2\SC(=O)N(CC(=O)NCCCn3ccnc3)C2=O)cc1	-5%	-7%	-0.2	-17%	4%
8	CCOc1ccccc1NC(=O)N1CCC(NC(=O)c2cccc(C)c2)CC1	3%	3%[57.1 µM]	6.1	-6%	-35%[57.1 µM]
9	O=C(NCCN1CCOCC1)c1cc(=O)[nH]c2ccc(Br)cc12	-2%	-5%	-0.5	-4%	-9%
10	COC(=O)Nc1nnc(SCc2ccc(C)cc2)s1	-6%	2%[57.1 µM]	-0.3	-1%	15%[57.1 µM]

No.	TRHR ag	PI4K2A inh	D2 antagonist	TRHR enhancer
1	0.5	-4	-16	9
2	0.3	6	-20	1
3	0.2	-2	-3	0
4	0.1	-1	-14	0
5	-0.4	5	3	-8
6	-0.1	5	·	-1
7	0.0	-1	-6	0
8	0.1	-1	10	2
9	-0.1	18	-9	3
10	2.4	3	-22	-5

(next part)
No.	Molecule	IDH1 R132H inh	TrxR1 substrate	D2 agonist	USP1 inh	TrxR1 inh
11	C=CCn1cccc(C(=O)Nc2ccc(N(C)C)cc2)c1=O	-2%	-9%	0.2	-19%	7%
12	COc1ccc(NC(=O)COC(=O)c2ccc(NS(=O)(=O)/C=C/c3ccccc3)cc2)cc1	1%	8%[57.1 µM]	0.6	-20%	0%[57.1 µM]
13	N/C(=N\OC(=O)Cc1ccc(Cl)cc1)c1ccccn1	0%	11%[57.1 µM]	-0.8	0%	21%[57.1 µM]
14	CN(C)c1ccc(/C=N/NC(=O)C[n+]2ccccc2)cc1	-1%	-16%	·	-9%	-10%
15	NC(=O)C(c1ccccn1)c1ncc(C(F)(F)F)cc1Cl (stereo unspecified)	0%	0%	1.2	-2%	9%
16	O=C(N1CCOCC1)N1CCC(n2nnc3ccccc32)CC1	-7%	9%	-0.3	-6%	8%
17	O=C(COC(=O)c1cccc(S(=O)(=O)N2CCCCC2)c1)NCc1ccccc1	9%	-8%	0.2	0%	2%
18	CCOc1ccc(-c2cnc3ccccc3n2)cc1	3%	9%	-1.3	-18%	3%
19	Cc1ccc2sc(C)[n+](CCC(C)S(=O)(=O)[O-])c2c1 (stereo unspecified)	1%	-8%	1.4	-3%	19%
20	COc1ccc(C(CNc2ncnc3sc(C)c(C)c23)N(C)C)cc1 (stereo unspecified)	-5%	1%	-0.1	-12%	14%

No.	TRHR ag	PI4K2A inh	D2 antagonist	TRHR enhancer
11	-0.3	3	-8	-5
12	0.0	2	-15	-1
13	-0.8	7	-10	2
14	·	1	·	·
15	-0.2	-1	-19	8
16	-0.2	-5	-3	9
17	0.2	-2	9	-4
18	-0.2	-21	3	-6
19	0.3	-6	-2	-3
20	-0.2	-1	-21	0

Carrying on:
No.	Molecule	IDH1 R132H inh	TrxR1 substrate	D2 agonist	USP1 inh	TrxR1 inh
21	CCOc1ccc(-c2ccc(NS(=O)(=O)c3cc(C)c(C)cc3C)cc2)nn1	17%	-5%[57.1 µM]	0.5	-17%	4%[57.1 µM]
22	CC(C)CC(NC(=O)C1CCCN1C(=O)CNC(=O)OCc1ccccc1)C(=O)O (stereo unspecified)	4%	0%	2.0	-11%	15%
23	CN(C)C1(CNC(=O)C2CCN(S(=O)(=O)c3cc(Cl)ccc3Cl)CC2)CCCCC1	0%	-12%	0.1	-2%	-15%
24	Cc1ccc(S[C@@H](CCN2CC[C@H](C(C)(C)C)CCC2=O)c2ccccc2)cc1	1%	-4%&-5%	-0.4	-13%	31%&24%
25	Cc1c(NC(=O)C(C)Sc2nccn2C)c(=O)n(-c2ccccc2)n1C (stereo unspecified)	1%	3%	2.4	-21%	21%
26	CN1CCN(c2ccc(NC(=O)c3ccc4ccccc4c3)cc2)CC1	1%	3%	-0.4	-9%	13%
27	CCN(CC)C(=O)c1sc(NC(=O)c2ccc3c(c2)OCO3)c(C(N)=O)c1C	-1%	-13%	0.4	-12%	-15%
28	COc1ccc(C(=O)OCC(=O)NC2CCCC2)cc1OC	6%	6%	-0.7	-20%	24%
29	C[C@@H]1CN(Cc2nc(-c3cnccn3)no2)C[C@H](C)O1	-8%	-2%	0.9	-6%	19%
30	O=C1COc2ccc(S(=O)(=O)N3CCC(C(=O)NCc4ccc(F)cc4)CC3)cc2N1	0%	3%	-0.6	-13%	4%

No.	TRHR ag	PI4K2A inh	D2 antagonist	TRHR enhancer
21	-0.4	3	·	3
22	0.8	3	12	-2
23	0.7	0	8	-3
24	0.9	2	11	-6
25	-1.2	2	19	-12
26	0.2	7	-6	-1
27	-1.1	2	-3	18
28	1.2	2	12	-2
29	1.9	4	-5	9
30	0.8	-1	-9	6

4 entries already listed, ordered by the number in PI4K2A inh, largest number first:
no.	SMILES	PI4K2A inh
26	CN1CCN(c2ccc(NC(=O)c3ccc4ccccc4c3)cc2)CC1	7
22	CC(C)CC(NC(=O)C1CCCN1C(=O)CNC(=O)OCc1ccccc1)C(=O)O (stereo unspecified)	3
28	COc1ccc(C(=O)OCC(=O)NC2CCCC2)cc1OC	2
30	O=C1COc2ccc(S(=O)(=O)N3CCC(C(=O)NCc4ccc(F)cc4)CC3)cc2N1	-1

Only TrxR1 substrate (three entries from above):
No.	canonical_smiles	TrxR1 substrate
25	Cc1c(NC(=O)C(C)Sc2nccn2C)c(=O)n(-c2ccccc2)n1C (stereo unspecified)	3%
26	CN1CCN(c2ccc(NC(=O)c3ccc4ccccc4c3)cc2)CC1	3%
27	CCN(CC)C(=O)c1sc(NC(=O)c2ccc3c(c2)OCO3)c(C(N)=O)c1C	-13%

The listing picks up, repeating the 2 entries before the break.
No.	Molecule	IDH1 R132H inh	TrxR1 substrate	D2 agonist	USP1 inh	TrxR1 inh
29	C[C@@H]1CN(Cc2nc(-c3cnccn3)no2)C[C@H](C)O1	-8%	-2%	0.9	-6%	19%
30	O=C1COc2ccc(S(=O)(=O)N3CCC(C(=O)NCc4ccc(F)cc4)CC3)cc2N1	0%	3%	-0.6	-13%	4%
31	C[n+]1ccn(CC(=O)c2cccs2)c1	10%	-5%[57.1 µM]	0.6	-1%	2%[57.1 µM]
32	CN1CCN(C(=O)c2cc(C(C)(C)C)cc(C(C)(C)C)c2)CC1	8%	0%	0.2	-11%	16%
33	COc1ccc(CN(CC2CCC(C(=O)O)CC2)C(=S)Nc2ccccc2C)cc1 (stereo unspecified)	-8%	-13%	-0.1	-4%	?
34	COc1cc(Cl)c(S(=O)(=O)N2CC(C)OC(C)C2)cc1Cl (stereo unspecified)	5%	-5%	·	-23%	5%
35	CCOC(=O)Cn1c(=O)oc2cc(S(=O)(=O)Nc3cc(OCC)ccc3OCC)ccc21	4%	1%	0.2	-2%	8%
36	CCCCC(=O)Nc1ccc(C(=O)Nc2ccc(S(=O)(=O)N3CCCC3)cc2)cc1	0%	18%	1.0	2%	38%[activator]
37	O=C1c2ccccc2C(=O)N1CCc1c(-c2ccccc2)[nH]c2ccccc12	1%	-2%	·	?	6%
38	Cc1ccccc1NC(=O)Cn1nnc(C(=O)NCCc2ccccc2)c1N	15%	1%	-0.1	-21%	11%

No.	TRHR ag	PI4K2A inh	D2 antagonist	TRHR enhancer
29	1.9	4	-5	9
30	0.8	-1	-9	6
31	1.5	-2	15	-2
32	0.7	0	14	14
33	-0.2	0	-3	1
34	0.1	-1	·	-3
35	0.0	0	2	1
36	-1.5	-1	5	-4
37	·	-1	·	·
38	-0.1	-1	·	18

Screening results deposited in PubChem BioAssay by National Center for Advancing Translational Sciences (NCATS).
